AmpC inh det – Promiscuous and Specific Inhibitors of AmpC Beta-Lactamase (assay with detergent); purified AmpC, nitrocefin hydrolysis with detergent; 71,000 tested, 0.09% active; Potency, µM (highest dose often 28.7 µM), for inactives: at the top dose activity change, negative = inhibition; P00811; active = well fitted curve in the direction sought with a large enough effect
Target sequence (P00811 whole entry, looked up): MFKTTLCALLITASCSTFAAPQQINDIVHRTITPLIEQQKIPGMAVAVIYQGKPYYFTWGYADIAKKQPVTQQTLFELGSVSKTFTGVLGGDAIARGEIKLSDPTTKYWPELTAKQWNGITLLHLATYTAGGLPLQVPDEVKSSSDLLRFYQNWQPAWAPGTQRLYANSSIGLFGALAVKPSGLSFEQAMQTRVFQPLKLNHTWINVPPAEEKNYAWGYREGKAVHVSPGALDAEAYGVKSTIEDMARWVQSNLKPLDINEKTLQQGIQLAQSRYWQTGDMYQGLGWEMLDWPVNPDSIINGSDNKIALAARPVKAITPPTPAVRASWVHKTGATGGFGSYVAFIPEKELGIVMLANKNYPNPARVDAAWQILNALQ
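E. coli AmpC (5.3 nM) in 20 mM phosphate pH 7.0 with 0.01% Triton X-100, preincubated 15 min RT with compound; nitrocefin (2 uL of 800 uM stock) hydrolysis followed by 480 nm absorbance every 20 s over 4 min.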
* hit, by the source's call; [ ] = another dose, or the depositor's remark. % is scaled to controls: 0 for no effect and ±100 for the full control effect; potency is read from the fitted curve at half-maximal effect.

smiles: O=C(NCc1ccccn1)C1CCN(S(=O)(=O)N2CCCC2)CC1
  AmpC inh det: -2%
smiles: CC1(C)C(c2ccccc2)=NC(c2cccnc2)=[N+]1[O-]
  AmpC inh det: 9%
smiles: Cn1nc(C(=O)OCC(=O)N2CCc3ccccc32)c2ccccc2c1=O
  AmpC inh det: -7%
smiles: O=c1cccc2n1CC1CC2CN(C(c2ccccc2)c2sc3ncnn3c2O)C1 (stereo not given)
  AmpC inh det: 10%
smiles: Cn1c(SCc2nc(-c3cccs3)no2)nnc1C1CCCCC1
  AmpC inh det: -6%
smiles: N#Cc1c(/N=C/c2cccs2)sc2c1CCCCC2
  AmpC inh det: -2%
smiles: Cc1nc2nc(SCC(=O)NCc3ccco3)nn2c(C)c1Cc1c(F)cccc1Cl
  AmpC inh det: -3%
smiles: Cc1c(C#N)c(N)c(C(=O)c2ccccc2)n1Cc1ccccc1
  AmpC inh det: 0%
smiles: COC(=O)[C@@]1(C)C=C[C@@H](Cc2ccccc2)N1C
  AmpC inh det: 13%
smiles: CC(Oc1ccc(Cl)cc1)C(=O)Nc1ncccn1 (stereo not given)
  AmpC inh det: -1%
smiles: CC(=O)Nc1ccc(S(=O)(=O)N2CCC(NC(C)=O)(c3cccc(F)c3)CC2)cc1
  AmpC inh det: 0%
smiles: O=C(c1cnccn1)N1CCC2(CCN(Cc3ccccc3)CC2)CC1
  AmpC inh det: 0%
smiles: FC(F)(F)c1nnc2ccc(N3CCOCC3)nn12
  AmpC inh det: -5%
smiles: COc1cc(NC(=O)CN2CC(c3ccccc3)CC2=O)cc(OC)c1 (stereo not given)
  AmpC inh det: 10%
smiles: COc1ccc(-n2c(Cc3cccn3C)nnc2SCC(=O)Nc2ccccc2OC)cc1
  AmpC inh det: 11%
smiles: Cc1ccc(C)c2[nH]c(=O)c(C(c3nnnn3CCc3ccccc3)N3CCOCC3)cc12 (stereo not given)
  AmpC inh det: 6%
smiles: CCn1c(=O)cc(N2CCCCC2)[nH]c1=O
  AmpC inh det: 0%
smiles: O=C(c1cnn(-c2ccccc2)c1-n1cccc1)N1CCN(C2CCCCC2)CC1
  AmpC inh det: 6%
smiles: CN1CCN(c2nc3c(c(=O)n(C)c(=O)n3C)n2CC(=O)C23CC4CC(CC(C4)C2)C3)CC1
  AmpC inh det: -2%
smiles: Nn1c(COc2ccccc2)nnc1SCc1cc(=O)[nH]c2ccccc12
  AmpC inh det: 0%
smiles: CCOC(=O)c1csc(NC(=O)CSc2nnnn2CC)n1
  AmpC inh det: 1%
smiles: CC1=[N+]([O-])C(C)(C)C(C)N(O)C1=O (stereo not given)
  AmpC inh det: -1%
smiles: CCC1(C(=O)OC)NC(c2ccco2)C2C(=O)N(c3ccccc3)C(=O)C21 (stereo not given)
  AmpC inh det: 1%
smiles: COc1cc(-c2csc(C)n2)ccc1O
  AmpC inh det: -2%
smiles: CCCC(c1nnnn1Cc1cccs1)N1CCN(c2nc3ccccc3s2)CC1 (stereo not given)
  AmpC inh det: 4%

smiles: COc1ccc(C)cc1NC(=O)C1CCCN(S(=O)(=O)c2cccc3nonc23)C1 (stereo not given)
  AmpC inh det: -4%
smiles: CCc1nnc(NC(=O)CSc2nc3c(cc2C#N)CCC3)s1
  AmpC inh det: -1%
smiles: COc1cc2c(cc1OC)C(C(=O)N1CCC3(CC1)OCCO3)C(c1ccccc1F)N(C)C2=O (stereo not given)
  AmpC inh det: -4%
smiles: c1nc(N2CCOCC2)c2cc(-c3ccoc3)ccc2n1
  AmpC inh det: 7%
smiles: CCN(CC)S(=O)(=O)c1cc(C(=O)O)ccc1Cl
  AmpC inh det: -4%
smiles: Cc1ccc(Cn2nnnc2CN2CCC(O)(c3ccc(F)cc3)CC2)cc1
  AmpC inh det: 0%
smiles: CCC(=O)N1c2ccc(S(=O)(=O)CCC(=O)NCc3ccc4c(c3)OCO4)cc2CC1C (stereo not given)
  AmpC inh det: 15%
smiles: COC(=O)CCC(NC(=O)c1cc(-c2ccc3c(c2)OCCO3)oc1C)C(=O)OC (stereo not given)
  AmpC inh det: 6%
smiles: COC(=O)[C@@]1(Cc2ccc(OC)cc2)[C@H]2c3cc(C(=O)N4CCCC4)n(Cc4ccc(Cl)c(C(F)(F)F)c4)c3C[C@H]2CN1C(=O)c1ccccc1
  AmpC inh det: -1%
smiles: CC(C)(C)C(=O)OCC1OC(n2cnc(C(N)=O)n2)C(O)C1O (stereo not given)
  AmpC inh det: -3%
smiles: CN(C)Cc1ccccc1-c1nc(N(C)C)c2ccccc2n1
  AmpC inh det: 8%
smiles: O=C(O)CCc1ccc(-c2cccs2)n1CCC(=O)O
  AmpC inh det: -1%
smiles: Cc1cccc(N2C(=O)SC(N(CC(=O)O)c3cccc(C)c3)C2=O)c1 (stereo not given)
  AmpC inh det: 9%
smiles: CCOc1ccc2nc(C(C)O)[nH]c2c1 (stereo not given)
  AmpC inh det: -2%
smiles: C=CCNC(=O)CN(c1ccc(F)cc1)S(=O)(=O)c1ccc(OC)cc1
  AmpC inh det: -4%
smiles: COC(=O)c1ccc(C(NC(=O)OCc2ccccc2)/C(=C/[C@@H](C)C(=O)NCc2cc(F)cc(F)c2)c2cccnc2)cc1 (stereo not given in full)
  AmpC inh det: 13%
smiles: CCOC(=O)Cc1c(C)nc2c(-c3cccc(Br)c3)c[nH]n2c1=O
  AmpC inh det: -1%
smiles: c1ccc(C[N+]23CN4CN(CN(C4)C2)C3)cc1
  AmpC inh det: -5%[5.75 µM]
smiles: Cc1ccc(C2C(C(=O)c3sc(C)nc3C)=C(O)C(=O)N2CCCN(C)C)o1 (stereo not given)
  AmpC inh det: 2%
smiles: CCOc1ccc(N2C(=O)C3CCCN3C2=O)cc1 (stereo not given)
  AmpC inh det: 10%
smiles: CCn1c(Cn2nnc(-c3ccccc3)n2)nnc1SCC(=O)Nc1ccc(C(C)=O)cc1
  AmpC inh det: -1%
smiles: Cc1ccc2c(c1)cc(CN(Cc1cccs1)C(=O)c1ccco1)c1nnnn12
  AmpC inh det: 0%
smiles: CCC(C)NC(=O)C1CCCN(S(=O)(=O)c2ccc(-n3cnnn3)cc2)C1 (stereo not given)
  AmpC inh det: -1%
smiles: CN(C)CCNc1oc(COc2ccc(-c3ccccc3)cc2)nc1C#N
  AmpC inh det: 3%
smiles: Cc1cc(C)c(NC(=O)CSc2nnc(-c3ccncc3)n2Cc2ccco2)c(C)c1
  AmpC inh det: 13%

smiles: CC(C)OCCCN1CN(S(=O)(=O)c2ccccc2)c2nc3ccccc3nc21
  AmpC inh det: -2%
smiles: CCOC(=O)N1CCN(C(C)C(=O)c2c[nH]c3ccccc23)CC1 (stereo not given)
  AmpC inh det: 12%
smiles: CC1=CCC(COC(=O)Nc2ccccc2)CC1 (stereo not given)
  AmpC inh det: 0%
smiles: COCCn1nnnc1C(CC(C)C)N1CCN(c2cccc(OC)c2)CC1 (stereo not given)
  AmpC inh det: 9%
smiles: Cn1ncc2c(NCc3ccccc3)ncnc21
  AmpC inh det: -2%
smiles: CCCCC(=O)Nc1ccc2oc(-c3ccncc3)nc2c1
  AmpC inh det: -6%
smiles: COCCn1c(-c2ccc(-c3ccccc3Cl)o2)nc2c1c(=O)[nH]c(=O)n2CC(C)C
  AmpC inh det: -3%
smiles: O=S(=O)(NC1CC1)c1ccc(S(=O)(=O)N2CCCC3(CCCCC3)C2)cc1
  AmpC inh det: -2%
smiles: COc1ccc(CC(NC(=O)c2ccccc2)C(=O)NCC(=O)O)cc1 (stereo not given)
  AmpC inh det: 8%
smiles: CC(=O)Nc1ccc(C(=O)Nc2ccc(S(=O)(=O)N3CCCC3)cc2)cc1
  AmpC inh det: -2%
smiles: CCSc1ccc2c(c1)N(CCCN1CCN(C)CC1)c1ccccc1S2
  AmpC inh det: -3%[12.8 µM]
smiles: Clc1cccc(Cl)c1Cl
  AmpC inh det: 11%
smiles: CCn1c(SCC(=O)OCC(=O)N2c3ccccc3NC(=O)C2(C)C)nnc1-c1ccco1
  AmpC inh det: -3%
smiles: Cc1cc(O)c(-c2n[nH]c3c2C(c2cccc(O)c2)N(Cc2cccnc2)C3=O)cc1Cl (stereo not given)
  AmpC inh det: -5%
smiles: O=C(CCc1ccccc1)Nc1ccc(N2CCOCC2)cc1
  AmpC inh det: 5%
smiles: O=c1c2ccccc2n(Cc2ccc(F)cc2)c(=O)n1C1CCCC1
  AmpC inh det: -1%
smiles: CC(C)(C)NS(=O)(=O)c1ccc(CCC(=O)N2CCOCC2)cc1
  AmpC inh det: -3%
smiles: CCOC(=O)CSC1=C(C#N)C(C)C2=C(CCCC2=O)N1 (stereo not given)
  AmpC inh det: 0%
smiles: Cc1nn(C)c(C)c1S(=O)(=O)N1CCC(C(=O)NCCC2=CCCCC2)CC1
  AmpC inh det: 11%
smiles: COc1ccc(-c2nn(-c3ccccc3)cc2/C=N/n2cnnc2)cc1OC
  AmpC inh det: -7%
smiles: Cc1c(S(=O)(=O)N2CCc3ccccc3C2)c(=O)n(C)c(=O)n1C
  AmpC inh det: 12%
smiles: O=c1[nH]c2cc3c(cc2cc1C(c1nnnn1C1CCCC1)N1CCCc2ccccc21)OCCO3 (stereo not given)
  AmpC inh det: -3%
smiles: O=C1Nc2ccccc2[C@]1(O)Cc1ccccn1
  AmpC inh det: -5%[5.75 µM]
smiles: O=C(NCCN=C1NS(=O)(=O)c2ccccc21)c1ccc2nccnc2c1
  AmpC inh det: -3%
smiles: CC1(C)CC(=O)C(CC2=C(O)CC(C)(C)CC2=O)=C(O)C1
  AmpC inh det: -2%

(next part)
SMILES	AmpC inh det
CSc1nc2cc(S(=O)(=O)N3CCCCC3)ccc2s1	-1%[5.75 µM]
CCCC(c1nnnn1CCc1ccccc1)N1CCN(C(=O)c2ccco2)CC1 (stereo not given)	-13%
Cc1cc(C(=O)CSc2nnnn2C)c(C)n1-c1ccc2c(c1)OCCO2	2%
C[C@@H](C(=O)O)c1ccc(C(=O)c2ccccc2)s1	-1%[12.8 µM]
CCOC(=O)N1CCN(C(=O)c2ccc(CN(c3ccccc3)S(C)(=O)=O)cc2)CC1	6%
CCOC(=O)C(C#N)C(c1cccnc1)c1c(C)[nH][nH]c1=O (stereo not given)	-1%
CCOC(=O)N1CCN(c2c(-c3ccc(C)c(C)c3)c(=O)c2=O)CC1	-1%
O=C1OC2(c3ccccc3)C3CCCC2C13	-5%
CC(=O)C1C2c3ccccc3OC1(C)N=c1s/c(=C/c3cn(C)nc3C)c(=O)n12 (stereo not given)	-1%
CCCC(=O)Nc1cc(OCC)c(NC(=O)NC2CCCCC2)cc1OCC	12%
CCc1cc(=O)oc2c(C)c(O)c(CN3CCCCC3)cc12	1%
COc1ccc2nc(SCC(=O)N(C)C3CCCCC3)c(C#N)cc2c1	1%
O=C(Oc1ccccc1)N1CCC2(CC1)CCN(C(c1ccccc1)c1ccccc1)CC2	1%
COc1cccc(-c2cncnc2Nc2ccc(F)cc2)c1	5%
CCCC(=O)NCCc1cc2cc(C)c(C)cc2[nH]c1=O	0%
CCc1nc(N)c(C#N)c(-c2ccncc2)c1C	0%
Cn1c(=O)c2[nH]c(-c3cccnc3)nc2n(C)c1=O	0%
Cc1cc(C)c(C#N)c(N2CCN(Cc3ccc4c(c3)OCO4)CC2)n1	-5%
COc1ccc(Cl)cc1NC(=O)CCn1cnc2ccccc2c1=O	-3%
Cc1nn(-c2ccccc2)c2[nH]c(=O)c(CNCc3ccc4c(c3)OCO4)cc12	1%
COc1ccc2cc(C(=O)NC3CCCCC3)c(=O)oc2c1	-1%
O=C(NCc1ccc2c(c1)OCO2)c1c[nH]c2ccc(S(=O)(=O)N3CCOCC3)cc2c1=O	-1%
Cc1ccc(NCc2nnc(SCC(=O)N3CCCCC3)n2CC2CCCO2)c(C)c1 (stereo not given)	14%
COc1cccc(CNc2nc3nc(C)cc(C)n3n2)c1	-4%
Cc1nc2c(C(=O)NCc3ccc4c(c3)OCO4)c[nH]n2c(=O)c1Cl	1%
N#Cc1cccc(-c2ccc3ncnc(NC4CCNCC4)c3c2)c1	11%
C(#Cc1ccccc1)Cn1nnc2ccccc21	-1%
CC1CCN(C(=O)CSc2ccc3nnc(-c4ccc(F)cc4)n3n2)CC1	-2%

Compounds above containing a halogen:
SMILES	AmpC inh det
Cc1nc2nc(SCC(=O)NCc3ccco3)nn2c(C)c1Cc1c(F)cccc1Cl	-3%
CC(Oc1ccc(Cl)cc1)C(=O)Nc1ncccn1 (stereo not given)	-1%
CC(=O)Nc1ccc(S(=O)(=O)N2CCC(NC(C)=O)(c3cccc(F)c3)CC2)cc1	0%
FC(F)(F)c1nnc2ccc(N3CCOCC3)nn12	-5%
COc1cc2c(cc1OC)C(C(=O)N1CCC3(CC1)OCCO3)C(c1ccccc1F)N(C)C2=O (stereo not given)	-4%
CCN(CC)S(=O)(=O)c1cc(C(=O)O)ccc1Cl	-4%
Cc1ccc(Cn2nnnc2CN2CCC(O)(c3ccc(F)cc3)CC2)cc1	0%
COC(=O)[C@@]1(Cc2ccc(OC)cc2)[C@H]2c3cc(C(=O)N4CCCC4)n(Cc4ccc(Cl)c(C(F)(F)F)c4)c3C[C@H]2CN1C(=O)c1ccccc1	-1%
C=CCNC(=O)CN(c1ccc(F)cc1)S(=O)(=O)c1ccc(OC)cc1	-4%
COC(=O)c1ccc(C(NC(=O)OCc2ccccc2)/C(=C/[C@@H](C)C(=O)NCc2cc(F)cc(F)c2)c2cccnc2)cc1 (stereo not given in full)	13%
CCOC(=O)Cc1c(C)nc2c(-c3cccc(Br)c3)c[nH]n2c1=O	-1%
COCCn1c(-c2ccc(-c3ccccc3Cl)o2)nc2c1c(=O)[nH]c(=O)n2CC(C)C	-3%
Clc1cccc(Cl)c1Cl	11%
Cc1cc(O)c(-c2n[nH]c3c2C(c2cccc(O)c2)N(Cc2cccnc2)C3=O)cc1Cl (stereo not given)	-5%
O=c1c2ccccc2n(Cc2ccc(F)cc2)c(=O)n1C1CCCC1	-1%
COc1cccc(-c2cncnc2Nc2ccc(F)cc2)c1	5%
COc1ccc(Cl)cc1NC(=O)CCn1cnc2ccccc2c1=O	-3%
Cc1nc2c(C(=O)NCc3ccc4c(c3)OCO4)c[nH]n2c(=O)c1Cl	1%
CC1CCN(C(=O)CSc2ccc3nnc(-c4ccc(F)cc4)n3n2)CC1	-2%

Screening results (PubChem)

Not all compounds are listed. The share of hits here may be higher or lower than overall.
